# Screening data deposited in PubChem by Southern Research Specialized Biocontainment Screening Center.
# tuberculosis growth – growth inhibition of non-replicating M. tuberculosis (AID 488890). inhibition, % at 25 µM, or IC50 in µM where a hit was titrated. Mycobacterium tuberculosis non-replicating, growth inhibition; higher % means a stronger effect. hit rate 0.39% among 320,000; in the data active = a potency from the dose series; inconclusive = inhibition mostly from about 82% at the one dose, without a potency; inactive = the rest, 99 in 100 with inhibition below about 76%;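 also: plate controls were DMSO cells for no effect and high antibiotic wells for full effect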
# M. tuberculosis HTS – M. tuberculosis growth inhibition, HTS (AID 449762); M. tuberculosis H37Rv growth inhibition, 7H9 media; higher % means a stronger effect; inhibition, % at 25 µM, or IC50 in µM where a hit was titrated; hit rate 0.59% among 330,000; in the data active = a potency from the dose series; inconclusive = inhibition above about 70% without an active follow-up result;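 also: bacterial growth assessed after seven days of incubation; strong numbers were not always called active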
# PhoP GFP inhibition – PhoP regulon inhibitors, Salmonella typhi PhoP promoter GFP reporter, confirmatory (AID 1850). inhibition, % at 50 µM; hits with a dose series show IC50 in µM. hit rate 0.33% among 310,000. Salmonella Typhi PhoP-promoter GFP reporter, fluorescence, 4 h; higher % means a stronger effect; in the data active = a potency from the dose series; inconclusive = inhibition mostly from about 25% at the one dose, without a potency; inactive = the rest, 99 in 100 with inhibition below about 19%;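 also: 0% = induced wells with vehicle and 100% = uninduced wells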
# VEEV TC-83 Vero – inhibitors of VEEV TC-83 cytopathic effect, confirmation, Vero cells (AID 588727) | Vero cells, VEEV TC-83 cytopathic effect inhibition; higher % means a stronger effect | inhibition, % at 20 µM, or IC50 in µM where a hit was titrated | hit rate 0.13% among 350,000; in the data active = a potency from the dose series; inconclusive = inhibition mostly from about 14% at the one dose, without a potency; inactive = the rest, 99 in 100 with inhibition below about 12%; also: strong numbers were not always called active
# H1N1 NS1A inhibition – H1N1 influenza NS1A inhibitors, functional cell based assay (AID 504329); hit rate 0.3% among 340,000; inhibition, % at 12.5 µM; hits with a dose series show IC50 in µM; NS1A functional cell-based assay, percent inhibition; higher % means a stronger effect; in the data active = a potency from the dose series; inconclusive = inhibition above about 27% without an active follow-up result; also: strong numbers were not always called active
# VEEV TC-83 Vero 10K pilot screen – further read-out of VEEV TC-83 Vero, marked with its call; inhibition, %; measured here: 10K pilot screen inhibition
# Numbers without * were called inactive; i = inactive; ? = inconclusive; . = not tested or not shown.
# The opening 2 compounds (preview)
SMILES,tuberculosis growth,M. tuberculosis HTS,PhoP GFP inhibition,VEEV TC-83 Vero,H1N1 NS1A inhibition,others
O=C(Nc1ccc(N2CCN(C(=O)c3ccc(Cl)cc3)CC2)cc1)c1cccnc1,78%,6%,4%,i,7%,
Cc1cc2ccccn2c1C(=O)c1ccc(NN)c([N+](=O)[O-])c1,4%,0%,2%,2.2%,5%,

# All compounds of this part (from the top)
SMILES,tuberculosis growth,M. tuberculosis HTS,PhoP GFP inhibition,VEEV TC-83 Vero,H1N1 NS1A inhibition,others
O=C(Nc1ccc(N2CCN(C(=O)c3ccc(Cl)cc3)CC2)cc1)c1cccnc1,78%,6%,4%,i,7%,
Cc1cc2ccccn2c1C(=O)c1ccc(NN)c([N+](=O)[O-])c1,4%,0%,2%,2.2%,5%,
Cn1ccc(C(=O)Nc2cccnc2Cl)n1,.,.,.,4.1%,-15%,
Cc1cccc(/C=N/NC(=O)c2ccc(NC(=O)c3ccc(Cl)cc3)cc2)n1,9%,16%,4%,5.9%,2%,
Cc1ccc(NCC(=O)N/N=C/c2cccc(Br)c2)cc1,-12%,5%,1%,1.4%,-6%,
CCOC(=O)c1c(NC(C)=O)sc2c(OC)cccc12,-8%,3%,2%,0.7%,1%,
COc1ccc(C)cc1-n1nnnc1SCc1cc(=O)n2cc(C)ccc2n1,2%,-3%,-2%,1.3%,1%,
COc1cccc(C(=O)C2CCCN(Cc3ccc(OC)c(Cn4cncn4)c3)C2)c1 (stereo not drawn),8%,-7%,-6%,i,10%,
COc1ccc(NC(=O)CN2CCN(S(=O)(=O)N3CCCCCC3)CC2)cc1,7%,-1%,0%,1.8%,-9%,
CCc1cc(-c2n[nH]c(=S)n2CC(C)C)cs1,-16%,7%,-14%,0.7%,-3%,
O=C1COc2ccc(C(=O)COC(=O)Cc3ccccc3)cc2N1,-9%,3%,2%,0.7%,-5%,
COc1cc(CNCc2ccccn2)ccc1OCC(=O)NC1CCCCC1,-2%,0%,-2%,0.2%,-4%,
CC#CC[N+](C)(CC#CC)CC(=O)c1ccccc1,18%,4%,9%,0.4%,-1%,
Cc1nn(CC(=O)NCCCc2ccccc2)c(C)c1[N+](=O)[O-],3%,-7%,6%,i,-2%,
COc1ccc(N2CCN(C(c3cc(OC)ccc3OC)c3nnnn3CC3CCCO3)CC2)cc1 (stereo not drawn),36%,7%,-4%,0.7%,3%,
Cc1ccc(C(=O)NNCC(=O)Nc2ccc(Cl)cc2F)cc1,?,?,.,1.9%,3%,
COCCN(CC(=O)NC1CCCCC1)C(=O)/C=C/C(=O)c1ccc(OC)cc1O,.,.,.,0.6%,2%,
COc1ccc(C=NCC2OCCc3ccccc32)cc1OC (stereo not drawn),-2%,-2%,-9%,i,-3%,
Cc1ccc(Cl)cc1N(CC(=O)NCc1ccc2c(c1)OCO2)S(C)(=O)=O,5%,1%,4%,i,4%,
CCOc1ccc2[nH]c3c(NCCc4ccc(OC)c(OC)c4)ncnc3c2c1,68%,1%,4%,?,15%,

# Arranged by SMILES length (highest first): 16 of the compounds above.
SMILES,tuberculosis growth,M. tuberculosis HTS,PhoP GFP inhibition,VEEV TC-83 Vero,H1N1 NS1A inhibition,others
COc1ccc(N2CCN(C(c3cc(OC)ccc3OC)c3nnnn3CC3CCCO3)CC2)cc1 (stereo not drawn),36%,7%,-4%,0.7%,3%,
O=C(Nc1ccc(N2CCN(C(=O)c3ccc(Cl)cc3)CC2)cc1)c1cccnc1,78%,6%,4%,i,7%,
COCCN(CC(=O)NC1CCCCC1)C(=O)/C=C/C(=O)c1ccc(OC)cc1O,.,.,.,0.6%,2%,
Cc1ccc(Cl)cc1N(CC(=O)NCc1ccc2c(c1)OCO2)S(C)(=O)=O,5%,1%,4%,i,4%,
COc1ccc(NC(=O)CN2CCN(S(=O)(=O)N3CCCCCC3)CC2)cc1,7%,-1%,0%,1.8%,-9%,
CCOc1ccc2[nH]c3c(NCCc4ccc(OC)c(OC)c4)ncnc3c2c1,68%,1%,4%,?,15%,
Cc1cc2ccccn2c1C(=O)c1ccc(NN)c([N+](=O)[O-])c1,4%,0%,2%,2.2%,5%,
COc1ccc(C)cc1-n1nnnc1SCc1cc(=O)n2cc(C)ccc2n1,2%,-3%,-2%,1.3%,1%,
Cc1nn(CC(=O)NCCCc2ccccc2)c(C)c1[N+](=O)[O-],3%,-7%,6%,i,-2%,
O=C1COc2ccc(C(=O)COC(=O)Cc3ccccc3)cc2N1,-9%,3%,2%,0.7%,-5%,
Cc1ccc(C(=O)NNCC(=O)Nc2ccc(Cl)cc2F)cc1,?,?,.,1.9%,3%,
Cc1ccc(NCC(=O)N/N=C/c2cccc(Br)c2)cc1,-12%,5%,1%,1.4%,-6%,
CCOC(=O)c1c(NC(C)=O)sc2c(OC)cccc12,-8%,3%,2%,0.7%,1%,
CC#CC[N+](C)(CC#CC)CC(=O)c1ccccc1,18%,4%,9%,0.4%,-1%,
CCc1cc(-c2n[nH]c(=S)n2CC(C)C)cs1,-16%,7%,-14%,0.7%,-3%,
Cn1ccc(C(=O)Nc2cccnc2Cl)n1,.,.,.,4.1%,-15%,

# Next section.
SMILES,tuberculosis growth,M. tuberculosis HTS,PhoP GFP inhibition,VEEV TC-83 Vero,H1N1 NS1A inhibition,others
CN=C1S/C(=C\c2ccc(O)c(OC)c2)C(=O)N1C,0%,2%,13%,8.3%,.,
COc1ccc(Cc2nnc(NC(=O)Nc3ccccc3F)s2)cc1,2%,3%,-3%,0.3%,-28%,
CCOc1ccc(CNC(=O)C2CCN(c3nn4c(=O)cc(C)nc4s3)CC2)cc1,33%,-1%,4%,1.3%,-8%,
CC(C)C(CCNC(=O)CC(Cc1ccccc1)c1ccco1)c1ccco1 (stereo not drawn),12%,-24%,12%,i,0%,
COC(=O)[C@@H](Cc1ccccc1)NC(=O)Cn1cc(C)c(=O)[nH]c1=O,.,.,.,0.6%,-4%,
O=C(O)CCCCCn1c(SCc2cc(=O)n3ccccc3n2)nc2ccsc2c1=O,-27%,0%,1%,11%,5%,
Cc1ccc(CN2C(=O)CSc3ccc(C(=O)NC4CC4)cc32)cc1,10%,-5%,9%,0.1%,0%,
Cc1ccc(-c2nc3ccccc3s2)cc1S(=O)(=O)N1CCOCC1,-5%,-9%,2%,1.3%,-1%,
COc1ccc(-c2c(C)nn3c(N4CCC5(CC4)OCCO5)cc(C)nc23)cc1OC,2%,3%,-5%,8.5%,0%,
O=C(CN(Cc1ccc(Br)cc1)S(=O)(=O)c1ccccc1)NCc1ccccn1,1%,1%,3%,3.7%,1%,
COC(=O)C1=C(C)Nc2[nH]c(=S)[nH]c(=O)c2C1c1ccc(OC)cc1 (stereo not drawn),-29%,-7%,2%,0.6%,-2%,
CN(c1ccc(S(=O)(=O)N2CCOCC2)cn1)C1CCCCC1,19%,3%,-4%,i,1%,
C=C(C)C1CC=C(C)/C(=N/NC(=O)COc2cccc3ccccc23)C1 (stereo not drawn),-13%,-3%,-8%,2.3%,-6%,
N#Cc1ccc(NC(=O)CN2CCCCCC2)cc1Cl,-4%,-5%,8%,0.1%,-6%,
COc1ccc(-c2ccnc(SCC(=O)c3ccc(OC)c(OC)c3)n2)cc1,4%,7%,-18%,i,17%,
COCCNS(=O)(=O)c1cc(F)ccc1OC,-4%,-5%,-4%,i,1%,
CN1CCN(C(=O)c2ccc(COc3cc(Cl)ccc3Cl)o2)CC1,-4%,-6%,10%,0.5%,2%,
O=C(COc1ncnc2ccccc12)NCCc1ccc(F)cc1,-10%,-12%,1%,0.3%,-8%,
Cc1ccc(/C=C/C(=O)c2nc3ccccc3[nH]2)cc1,72%,?,-8%,?,-4%,
N#CC1=C2SCN(Cc3ccco3)CN2C(=O)CC1c1ccc(Cl)cc1 (stereo not drawn),17%,-8%,12%,i,4%,
Cc1cccc(NC(=O)CC(=O)Nc2cccc(C)c2)c1,18%,-1%,-6%,i,20%,
Cc1ccc(S(=O)(=O)N2CCN(S(C)(=O)=O)C2)cc1,-5%,2%,5%,0.1%,-11%,
S=C1COC(c2ccccc2)N1c1ccccc1 (stereo not drawn),6%,4%,-2%,2.8%,8%,
Cc1ccc(CN2CCN(/N=C/c3ccc(C(=O)O)cc3)CC2)cc1,8%,-3%,-1%,i,5%,
CCOc1ccccc1C1C(C(N)=O)=C(C)Nc2nc(-c3ccc(OC)cc3)nn21 (stereo not drawn),8%,-6%,-7%,3.1%,0%,
COc1ccc(-c2cn(-c3ccc(C)cc3C)c(=O)[nH]2)cc1OC,3%,-9%,3%,3.7%,2%,
O=C(O)c1ccc(C(=O)Nc2cccc(NC(=O)C3CCCO3)c2)cc1 (stereo not drawn),12%,-9%,-2%,0.3%,6%,
O=C(O)CCCC(=O)N1CCOCCOCCOCCOCC1,-11%,-3%,-23%,i,-19%,
CCC(c1nc2ccccc2c(=O)n1-c1nc2ccccc2s1)N1C(=O)c2ccccc2C1=O (stereo not drawn),39%,12%,-6%,0.2%,10%,
CC(C)(C)NC(=O)NC(=O)COc1ccccc1C#N,-3%,.,-6%,4.7%,1%,VEEV TC-83 Vero 10K pilot screen=2.7
O=C(OCc1ccc(C(=O)c2ccccc2)cc1)c1cccc(-c2nnc(-c3ccccc3)o2)c1,14%,?,-6%,i,6%,
COc1ccc(CCNC(=O)CN(C2CCCCC2)S(C)(=O)=O)cc1OC,20%,5%,-7%,1.4%,-8%,
Cc1ccc2ccc(C3C(=O)c4ccccc4C3=O)nc2c1,5%,0%,3%,0.8%,2%,
CN(C)S(=O)(=O)c1ccc(C(=O)NCC[N+]2(C)CCCCCC2)o1,0%,1%,5%,i,2%,
COc1ccc(-c2nc(-c3ccccn3)no2)cc1,54%,9%,-6%,i,11%,
Cc1c(C(=O)N(Cc2ccccc2Cl)C2CCS(=O)(=O)C2)oc2ccccc12 (stereo not drawn),13%,1%,-6%,6.0%,-1%,
CC1C2CC(C(CN(C)C)/C2=N/O)C1(C)C (stereo not drawn),-11%,-4%,-1%,i,9%,
Cn1c(Cc2ccc(Cl)cc2)nnc1SCC(=O)NC1CC1,-6%,-16%,-4%,2.2%,-13%,
CCCCCCCCCCCCN1[C@@H](CC(C)=O)c2cc(C(F)(F)F)ccc2S1(=O)=O,14%,0%,-15%,i,7%,
Cc1nnsc1C(=O)NC(=O)Nc1ccc(F)c(Cl)c1,3%,1%,0%,i,-15%,
Cc1ccc(-c2cc(-c3ccccc3Cl)[nH]n2)c(O)c1,2%,?,-5%,3.4%,-12%,
CN(C)c1ccc(P(=O)(OC2CCCCC2)C(Nc2ccccc2)c2cccnc2)cc1 (stereo not drawn),28%,-2%,6%,i,.,
N/C(=N\OS(=O)(=O)c1ccccc1)c1ccccn1,-11%,2%,-3%,i,3%,
CCc1oc(C(=O)OC)cc1CSC(=N)N,7%,0%,9%,3.7%,-9%,
CC(C)C(=O)Nc1ccc(C(=O)NCc2cccnc2)cc1,3%,-8%,7%,8.2%,4%,
CCc1nnc(NS(=O)(=O)c2ccc(NC(=O)/C=C/C(=O)O)cc2)s1,16%,2%,-2%,1.4%,-1%,
COc1ccc(C(=O)c2sc(Nc3ccccc3)nc2C)cc1,25%,54%,13%,6.8%,-6%,
Cn1c(=O)[nH]c(=O)c2c1nc1n2CCCS1,-12%,2%,2%,1.0%,-2%,
COCCn1c(=O)c2c(nc3n2CC(C)CN3Cc2ccccc2)n(C)c1=O (stereo not drawn),10%,0%,-1%,3.1%,17%,
CC1CCN(c2c(NCC3CCC(C(=O)NCc4ccc(F)cc4)CC3)c(=O)c2=O)CC1 (stereo not drawn),3%,-4%,-19%,i,6%,
